GSIS activator: GLuc luminescence reporter in INS-1E cells, primary screen for activators of glucose-dependent secretion of insulin; INS-1E GLuc reporter insulin secretion, 2-3 h; activation, % at 16.6 µM; 370,000 tested, 0.61% active;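 active = lowest replicate activation of at least 40%, so every replicate reaches that level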;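 note: 0% = median of neutral control wells and 100% = median of IBMX positive control wells; some compounds called inactive have numbers as strong as hits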
miR-122 sensor: miR-122 Renilla sensor signal increase in Huh7, primary screen, miR-122 inhibitor project, cell-based, single point, plate reader; AID 602342, 2012; 340,000 tested, 0.3% active; Huh7 miR-122 Renilla luciferase sensor, 48 h; neutral wells = 0, positive control = 100; activation (reporter increase), % at 12.5 µM;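 active = mean replicate activation score at least 90 and every replicate individually at or above 90; inconclusive = only one of the two criteria met; inactive = neither criterion met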;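 note: higher luciferase means less miR-122 activity so hits act as miR-122 inhibitors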
PAX8 inh HTS: inhibitors of PAX8-driven TPO luciferase reporter, primary screen, RMG-I cells, single concentration | 360,000 tested, 1.2% active | inhibition, % at 12.6 µM | AID 652154, 2013 | SteadyGlo, 24 h;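 active = mean replicate inhibition at least 60% with every replicate also reaching 60%; inconclusive = only one of the two criteria is met; inactive = mean below 60% and not all replicates reaching 60%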;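 note: luciferase light reporting Pax8 driven TPO promoter activity; plate controls were median of neutral control wells for no effect and mitoxantrone controls for full effect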
EWS-Fli block: EWS/Fli-driven NR0B1 reporter inhibitors, primary screen, A673 cells, NR0B1 luciferase, luminescence, MLPCN library; inhibition, % at 12.6 µM; viability-normalised; 350,000 tested, 0.67% active;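 active = mean inhibition of at least 50% after viability correction, with every replicate also passing that limit; inconclusive = mean reaches 50% but only one of two replicates passes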;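 note: firefly luciferase signal divided by Alamar Blue viability fluorescence both relative to DMSO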
FN deposit inh: inhibitors of fibronectin matrix deposition, primary screen, AH1F cells, Alexa488-fibronectin fluorescence, plate reader | 350,000 tested, 0.086% active | inhibition, % at 12.6 µM | AID 743247, 2014 | AH1F fibroblasts, overnight;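 active = mean inhibition across replicates of 30% or more, regardless of how many single replicates reach that level; inconclusive = mean under 30% yet at least half of replicates reach 30%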;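 note: positive control wells lacked labelled fibronectin entirely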
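Material – AH1F fibroblast monolayer, labelled fibronectin deposition · Reagent – labelled fibronectin 24 nM · Timing – 1 h adhesion, overnight exposure · Measured by – fluorescence at 485 nm excitation, 525 nm emission · Read-out – inhibition of fibronectin deposition signal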
DENV2 CPE rescue: inhibitors of DENV2 cytopathic effect, primary screen, cell-based, plate reader, single concentration; DENV2-infected cells, cytopathic effect rescue; CPE inhibition, % at 9.99 µM; 350,000 tested, 1.7% active; AID 651640, 2012; in the data active = CPE inhibition above about 20%, passing the limit was not always enough; inconclusive = no clear call, values can overlap the other calls; tested in BHK-21 cells;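 note: 0% = median of neutral control wells and 100% = median of positive control wells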
F508del corr: F508del CFTR correction, initial screen, CFBE line, single point; CFBE cells, YFP halide quenching; stimulated with forskolin plus potentiator P3; % fluorescence drop versus neutral controls; activity (quench increase), % at 7.58 µM; 350,000 tested, 0.36% active;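 active = mean added fluorescence quench of at least 8% versus neutral control, with both replicates also reaching 8%; inconclusive = only one of the mean or replicate conditions met; inactive = mean below 8% and not both replicates reaching 8%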;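 note: cells transiently co-express mutant CFTR-F508del with the halide-sensitive YFP; corrector assay measuring rescue of mutant channel to the surface after 24 h compound exposure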
* hit, by the source's call; ? = inconclusive; . = not tested or not shown; [ ] = another dose, or the depositor's remark.

SMILES | GSIS activator | miR-122 sensor | PAX8 inh HTS | EWS-Fli block | FN deposit inh | DENV2 CPE rescue | F508del corr
CCOc1ccc(C(=O)NC(C(=O)NCCc2ccc(S(N)(=O)=O)cc2)C(C)C)cc1 (stereo not drawn) | 1 | 2 | -24 | 4 | -1 | -4 | 2.4
CN(c1ccccc1)S(=O)(=O)c1cccc(NC(=O)CSc2nncn2C)c1 | 1 | -4 | 13 | 6 | -4 | -3 | .
COc1ccc2cc(C(=O)/C=C/c3cc(OC)c(O)c(OC)c3)ccc2c1 | -24 | . | 3 | 4 | 7 | 3 | -2.3
CS(=O)(=O)N1Cc2ccccc2CC1C(=O)Nc1ccccc1C(N)=O (stereo not drawn) | . | -1 | 12 | . | 2 | . | .
COc1ccc(OC)c(S(=O)(=O)N2CCC(C(=O)NC3CCCCC3)CC2)c1 | 6 | 5 | -6 | -1 | 0 | 10 | -2.4
COc1ccc(Cl)cc1NC(=O)C(C)N1CCN(c2ccccn2)CC1 (stereo not drawn) | -12 | 1 | 10 | 7 | 15 | -4 | -1.8
Clc1cccc(-c2cc3nc(NCCOc4ccccc4)ccn3n2)c1 | . | -4 | -24 | -92 | -26 | 4 | -3.5
Cc1c(NC(=O)c2cc(S(=O)(=O)N3CCCCC3)ccc2Cl)c(=O)n(-c2ccccc2)n1C | 4 | . | . | 6 | 3 | 1 | 1.7
CCCNC(=O)N1[C@H](C#N)[C@H](c2ccc(-c3ccccc3F)cc2)[C@@H]1CO | -30 | . | 4 | 11 | -5 | -2 | 4.7
Cc1cc(NCCO)c2cc(O)ccc2n1 | 7 | -1 | . | . | 0 | . | .
CCc1noc(C)c1C(=O)N1CCN(S(=O)(=O)c2c(C)cc(C)cc2C)CC1 | -10 | -3 | -10 | 13 | 11 | -6 | 0.7
CCC(=O)N1CCc2cc(S(=O)(=O)N3CCN(c4ccccc4Cl)CC3)ccc21 | 15 | . | 5 | 1 | -7 | -5 | -1.9
O=C(N/N=C\C=C\c1ccco1)c1cncc(Br)c1 | 3 | 2 | -6 | 2 | -6 | -4 | -1.9
Cn1c(-c2ccc3ccccc3n2)[n+](C)c2ccccc21 | -1 | . | 28 | -1 | 4 | -4 | -1.2
Nc1c(S(=O)(=O)c2ccccc2)c2nc3ccccc3nc2n1CCN1CCOCC1 | -5 | 89 | -1 | 7 | 6 | 18 | 0.0
CCOC1=C2[C@@H](CN(S(=O)(=O)c3ccc(C)cc3)[C@H]2c2ccc(CC)cc2)[C@H]2C(=O)N(c3ccccc3)C(=O)[C@H]2C1 | -24 | 0 | -3 | 3 | . | 0 | -0.4
CN(C)C(=O)c1ccc(-c2ccc(C3[C@H]4CNC[C@@H]3N4S(=O)(=O)c3ccc(F)cc3)cc2)cc1 (stereo partly drawn) | -13 | . | 4 | -17 | -7 | -5 | 0.4
Clc1ccc(-c2nnc(C3CCCCC3)o2)cc1 | . | -3 | -121 | . | -4 | . | .
Cc1cc(C(C#N)c2ccccc2)n2ncnc2n1 (stereo not drawn) | . | -12 | 5 | . | 11 | . | .
COc1ccc(C(=O)C[n+]2cn(C(F)F)c3ccccc32)c(F)c1 | -26 | -2 | -131 | -26 | -5 | 4 | 0.4
O=C(Cn1ncc2c1-c1ccccc1OC2)N1CCN(Cc2ccc3c(c2)OCO3)CC1 | 0 | -6 | 6 | 0 | 1 | 8 | -3.9
CCC(C)(C)c1ccc(OCCCC[n+]2ccc(C)cc2)c(C(C)(C)CC)c1 | 560* | . | 85* | . | 1 | . | .
Cc1nn(-c2ccccc2)c(C)c1C(=O)OCc1ccc(C#N)cc1 | 16 | -7 | -25 | -24 | -1 | -4 | 5.7
O=S(=O)(Nc1ccc(Cl)c(Cl)c1)N1CCOCC1 | -40 | 22 | 8 | 3 | 2 | 0 | 2.5
COC(=O)C1=C(C)N(Cc2ccccc2)C(=NCC(C)C)N[C@H]1c1cccc(F)c1 | -23 | -3 | -17 | 24 | 4 | 25* | 0.1
O=C(NC1CCCCC1)c1ccc(CNc2nc(=S)[nH]c3ccccc23)cc1 | -15 | 0 | 14 | 9 | -11 | -1 | -0.7
C[C@H](CO)N1C[C@H](C)[C@@H](CN(C)C(=O)Nc2cccc3ccccc23)Oc2c(NS(=O)(=O)c3ccc(Cl)cc3)cccc2C1=O | -15 | 5[16.7 µM] | . | 1 | . | 16 | -1.7
Cc1ccc(S(=O)(=O)NNC(=O)C2CCN(Cc3ccccc3)CC2)cc1 | . | 6 | 2 | . | 1 | . | .
Cn1c(N)c(C(=O)/C=C/c2ccccc2)c(=O)[nH]c1=O | 17 | . | -47 | -44 | 7 | -4 | 2.5
COC(=O)c1ccc(N2CCN(C(=O)c3ccccc3)CC2)c(NC(C)=O)c1 | 3 | . | -1 | 4 | 1 | 1 | 1.1
CCCCNC(=O)CC1N=C2c3ccccc3N=C(SCC(=O)Nc3cccc(OC)c3)N2C1=O (stereo not drawn) | . | -3 | 36 | . | -1 | . | .
CCOC(=O)c1oc2cc(O)c(CC)cc2c(=O)c1-c1ccc2c(c1)OCCO2 | 19 | 8 | 15 | 0 | . | 8 | 1.2
CCOC(=O)c1c(-c2ccccc2)oc2ccc(OCC(=O)NN)cc12 | 0 | 4 | 3 | 11 | -2 | 15 | 2.0
N#C[C@H]1[C@H](c2ccccc2)[C@H](CO)N1S(=O)(=O)c1cccc(F)c1 | 7 | . | 2 | 1 | 8 | -1 | 1.7
COCCN(CC(=O)Nc1ccccc1C(F)(F)F)C(=O)c1ccc(-n2cccn2)cc1 | 0 | . | 13 | 7 | 2 | -5 | -0.2
COc1ccc(N2C(=O)c3ccccc3NC2c2ccc(OC)c(CN3CCOCC3)c2)cc1 (stereo not drawn) | . | . | -91 | -69 | -8 | 0 | 2.4
CCOC(=O)c1nc(Nc2ccccc2C)c2ccccc2n1 | 8 | . | -11 | 9 | -5 | 1 | -0.3
Cc1ccc(C)c(N2CCN(C(=S)Nc3ccc4nc(N5CCN(C)CC5)cc(C)c4c3)CC2)c1 | 12 | . | 36 | 30 | 9 | 2 | -8.4
O=C(c1ccc2nc[nH]c2c1)N1CCN(c2cccc(C(F)(F)F)c2)CC1 | -16 | . | -2 | . | . | 7 | 2.5
CN(CCCOc1ccccc1F)Cc1ccccc1 | 2 | . | 15 | 1 | -4 | 5 | -9.4
CC(=O)c1cc2c(cc1NC(=O)CN(C)S(=O)(=O)c1cccs1)OCO2 | 4 | . | 7 | -15 | 2 | 4 | 0.1
CCn1nc(NC(=O)c2cccs2)c2cc3ccccc3nc21 | 2 | . | -4 | 6 | -6 | . | 0.8
CCCCNC(=O)C1CCN(C/C(C)=C/c2ccccc2)CC1 | 1 | 10 | 14 | . | . | . | .
CNC[C@@H]1Oc2ccc(NC(=O)C3CCCCC3)cc2CC(=O)N([C@@H](C)CO)C[C@@H]1C | 19 | -7[16.7 µM] | -22 | -8 | 8 | 0 | -0.4
COc1ccc(N2C(=S)N=C(Nc3cccc(C)c3)C23CCCCC3)cc1 | 6 | 1 | -29 | -1 | 6 | -2 | .
Cc1nc2ccccc2cc1C(=O)N/N=C/c1cccs1 | 14 | -1 | ? | -3 | 5 | -2 | 1.9
COc1ccc(NC(=O)CNc2ccccc2C(C)=O)cc1S(=O)(=O)N1CCOCC1 | -7 | -1 | 20 | -11 | 3 | -4 | 3.1
COc1ccccc1-c1ccc2n(c1=O)C[C@H]1[C@H](CO)[C@@H](C(=O)N[C@@H](C)c3ccccc3)[C@@H]2N1C | -10 | 0[16.7 µM] | 7 | 1 | . | -9 | -2.3
CCN(CC)c1ccc(NC(=O)COC(=O)CCC(=O)c2ccc(F)cc2)cc1 | . | 17 | 0 | . | -1 | . | .
O=C(O)c1ccccc1-c1ccccc1C(=O)Nc1cccc(Br)c1 | 39 | 3 | -24 | 2 | 2 | 1 | -3.4
Next part.
SMILES | GSIS activator | miR-122 sensor | PAX8 inh HTS | EWS-Fli block | FN deposit inh | DENV2 CPE rescue | F508del corr
Cc1[nH]c2ccccc2c1C(c1ccccn1)c1c(C)[nH]c2ccccc12 | . | -2 | 38 | . | 7 | . | .
Cc1cc(C)c(NC(=O)CN(c2ccccc2)S(=O)(=O)N(C)C)c(C)c1 | -15 | -4 | . | . | -6 | . | .
COc1cc(N/C(N)=N/c2nc(C)cc(C)n2)c(OC)cc1Cl | 23 | . | 8 | . | -2 | . | .
O=C(/C=C/c1ccc([N+](=O)[O-])cc1)NCCc1ccccc1 | 2 | . | -1 | -25 | -3 | -3 | -6.5
Cc1ccc(-c2ccc(/C=C(\C#N)C(N)=S)o2)c([N+](=O)[O-])c1 | -55 | . | 14 | 4 | -7 | 4 | -0.4
O=C(Nc1cccc(F)c1)N1CCCCN2[C@H](CO)[C@H](c3ccc(C#Cc4cccnc4)cc3)[C@@H]2C1 | -16 | -6[16.7 µM] | 8 | 14 | 1 | 19 | 0.8
COC(=O)c1ccc(NC(=O)CSc2nnc(-c3ccncc3)n2C)cc1 | 7 | -16 | 8 | . | 7 | . | .
CC(Sc1nnc(C2CC2)n1C1CC1)C(=O)N(C)Cc1cccc(F)c1 (stereo not drawn) | . | -7 | -10 | -10 | 4 | 3 | -0.9
Cc1cccc(C(=O)NCCCNC(=O)c2ccco2)c1 | -1 | . | -7 | . | 6 | 16 | -1.3
COCc1cn(CC[C@H]2CC[C@@H](NC(=O)Nc3ccc(C(F)(F)F)cc3)[C@H](CO)O2)nn1 | 25 | . | . | . | 3 | -1 | -1.1
Nc1ncc(Br)cc1Br | 12 | . | -10 | -3 | 0 | . | -4.5
O=C(NCCN1CCCCC1)Nc1cccc(F)c1 | 0 | -4 | -17 | 7 | -1 | 3 | 0.4

Eleven of the compounds above, with values under each structure:
Under each structure – GSIS activator, miR-122 sensor, PAX8 inh HTS, EWS-Fli block, FN deposit inh, DENV2 CPE rescue, F508del corr
CCOc1ccc(C(=O)NC(C(=O)NCCc2ccc(S(N)(=O)=O)cc2)C(C)C)cc1 (stereo not drawn)
 : 1, 2, -24, 4, -1, -4, 2.4
CN(c1ccccc1)S(=O)(=O)c1cccc(NC(=O)CSc2nncn2C)c1
 : 1, -4, 13, 6, -4, -3, .
COc1ccc2cc(C(=O)/C=C/c3cc(OC)c(O)c(OC)c3)ccc2c1
 : -24, ., 3, 4, 7, 3, -2.3
CS(=O)(=O)N1Cc2ccccc2CC1C(=O)Nc1ccccc1C(N)=O (stereo not drawn)
 : ., -1, 12, ., 2, ., .
COc1ccc(OC)c(S(=O)(=O)N2CCC(C(=O)NC3CCCCC3)CC2)c1
 : 6, 5, -6, -1, 0, 10, -2.4
COc1ccc(Cl)cc1NC(=O)C(C)N1CCN(c2ccccn2)CC1 (stereo not drawn)
 : -12, 1, 10, 7, 15, -4, -1.8
Clc1cccc(-c2cc3nc(NCCOc4ccccc4)ccn3n2)c1
 : ., -4, -24, -92, -26, 4, -3.5
Cc1c(NC(=O)c2cc(S(=O)(=O)N3CCCCC3)ccc2Cl)c(=O)n(-c2ccccc2)n1C
 : 4, ., ., 6, 3, 1, 1.7
CCCNC(=O)N1[C@H](C#N)[C@H](c2ccc(-c3ccccc3F)cc2)[C@@H]1CO
 : -30, ., 4, 11, -5, -2, 4.7
Cc1cc(NCCO)c2cc(O)ccc2n1
 : 7, -1, ., ., 0, ., .
CCc1noc(C)c1C(=O)N1CCN(S(=O)(=O)c2c(C)cc(C)cc2C)CC1
 : -10, -3, -10, 13, 11, -6, 0.7
